hcGAS inh: inhibitors of human cGAS; Q8N884; 0.081% of 290,000 active; recombinant h-cGAS, ATP depletion, Kinase-Glo luminescence; inhibition, % at 12.5 µM; AID 1259398; in the data active = inhibition above about 40%;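 also: 0% = vehicle reaction and 100% = reaction without DNA for no activity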
Target sequence (Q8N884 whole entry, looked up): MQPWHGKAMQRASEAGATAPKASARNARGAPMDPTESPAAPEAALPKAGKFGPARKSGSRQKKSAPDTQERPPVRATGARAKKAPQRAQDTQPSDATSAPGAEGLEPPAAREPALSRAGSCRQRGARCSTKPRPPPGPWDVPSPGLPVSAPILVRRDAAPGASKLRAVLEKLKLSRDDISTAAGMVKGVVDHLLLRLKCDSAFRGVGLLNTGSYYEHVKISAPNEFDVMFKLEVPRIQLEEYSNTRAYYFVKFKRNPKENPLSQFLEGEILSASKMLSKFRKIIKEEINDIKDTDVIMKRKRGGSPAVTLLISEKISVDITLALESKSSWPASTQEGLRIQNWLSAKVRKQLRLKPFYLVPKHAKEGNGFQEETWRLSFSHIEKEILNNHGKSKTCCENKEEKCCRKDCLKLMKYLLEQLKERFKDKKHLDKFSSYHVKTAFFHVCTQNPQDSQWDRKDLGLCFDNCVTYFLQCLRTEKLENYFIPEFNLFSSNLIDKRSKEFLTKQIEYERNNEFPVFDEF
Numbers without * were called inactive.

SMILES	hcGAS inh
COc1ccc(C(CNC(=O)c2cc(SC)ccc2Cl)N(C)C)cc1 (stereo not given)	-9
CC(C)Cc1cc(C(=O)N2CCCC2Cn2cccn2)on1 (stereo not given)	-6
O=C(Cc1cnc2ncnn2c1)NC1CCCc2c1cnn2-c1ccc(F)cc1F (stereo not given)	-3
O=c1n(CCCn2cccc2)nc(C2CCNCC2)n1-c1ccccc1	-6
O=C(c1cc(C2CC2)nn1-c1ccccc1)N1CCN(c2ncccn2)CC1	-4
O=C(CN1CCc2onc(-c3cccc(F)c3)c2C1)N1CCOCC1	0
Cc1ccccc1-c1noc(CNC(Cn2cccn2)c2ccccc2)n1 (stereo not given)	-4
C(=NCc1ccccc1)c1cn(-c2ccccc2)nn1	-6
c1ccc(C(c2ccccc2)c2n[nH]c3c2CN(Cc2ccncc2)CC3)cc1	-1
CCOC(=O)C1(CCCc2ccccc2)CCN(C(=O)c2cnn(CC)c2)CC1	-6
CC1CCN(C(=O)CN(c2ccccc2)S(=O)(=O)c2ccccc2C#N)CC1	-10
Cc1oc(NC(=O)CSc2nc3ccccc3n2S(=O)(=O)c2ccccc2)c(C#N)c1C	-2
CCCOC(=O)c1cccc(NC(=O)CSc2nnc(-c3cc4cccc(OC)c4o3)n2C)c1	-8
CCCCn1c(N)c2c(=O)n(CCCC)c(-c3ccc(Cl)cc3)cc2c(C#N)c1=O	-4
Cc1ccc(C2=NNC(=O)C3CCCCC23)cc1C (stereo not given)	-4
CC1CCC2(CC1)NC(=O)N(Nc1ncnc3sccc13)C2=O (stereo not given)	-4
CN(C(=O)c1ccc(NC(=O)C2CC2)cc1)c1ccccc1	-8
Cc1ccsc1-c1nc(CN2CCSCC2)c(C)o1	-2
O=C(NCCc1c[nH]c2ccc(Cl)cc12)C1CC2CCC1O2 (stereo not given)	1
CSCc1ccc(C(=O)Nc2cccc(F)c2)o1	-7
O=C(c1cccc(F)c1)N1CCC(n2cc(-c3cccnc3)nn2)CC1	0
COc1ccc(C(=O)NC2CC2)cc1OC1CCN(Cc2ccccc2F)CC1	0
O=C(NCC1=CCCCC1)c1ccc2c(c1)ncn2CCO	-5
CC(C)(C)C(=O)CSc1n[nH]c(-c2ccc(Br)cc2)n1	-15
CC(CNC(=O)c1ccc(C#N)cc1)NC(=O)c1ccc(C#N)cc1 (stereo not given)	-8
Cn1c(=O)c(CN2CCCC(OCc3ccccn3)C2)cc2ccccc21 (stereo not given)	-7
O=C(CCC1CCN(C(=O)CSc2ccccc2)CC1)NCC1CCCO1 (stereo not given)	1
COCC1(C(=O)NCc2cn3ccc(C)cc3n2)CCC1	7
O=C1C2CCCCN2C(=O)N1CC(O)COc1cc(Cl)ccc1Cl (stereo not given)	-14
CCc1noc(CN(C)C(=O)Nc2ccc(N(C)C)c(Cl)c2)n1	-6
O[C@]12CCCC[C@H]1CN(Cc1ccc3c(c1)CCO3)CC2	3
COc1cc(-n2ccnc2)cc(OC)c1OC	0
COc1ccc2cc(C3(C)NC(=O)N(CCC(N)=O)C3=O)ccc2c1 (stereo not given)	-5
Cn1cnn(CN(CCc2ccccc2)Cc2ccccc2)c1=S	-1
CC(CNc1nc(CCN)nc2ccccc12)Oc1cccnc1 (stereo not given)	-4
NCC1Cc2cc(-c3ccc(C(=O)N4CCCCC4)o3)cc(F)c2O1 (stereo not given)	-6
CC1CN(c2ccc(NC(=O)c3cc(C(C)C)[nH]n3)cc2)CCO1 (stereo not given)	-3
CCNc1ncc(C(=O)N2CCCC(c3ccccc3)C2)cn1 (stereo not given)	-7
O=C(NCCc1cccc(Cl)c1)c1cccc(OC2CCN(C(=O)C3CC3)CC2)c1	1
CNC(=O)c1cccc(NC(=O)c2cc(Cl)ccc2OC)c1	-6
Cc1cccc(NC(=O)CCn2cc(Br)ccc2=O)c1C	-2
Cc1cc(=O)[nH]c2sc(C(=O)Nc3ccc(Br)cc3)c(N)c12	-8
COc1ncc(C(=O)N2CCCC(COc3cccc(F)c3)C2)cn1 (stereo not given)	-9
CN(Cc1ccccc1)C(=O)c1nc2ccccn2c1CNCCOc1cccnc1	-3
O=C(NC1CCCN(c2cccc(F)c2)C1)c1csnn1 (stereo not given)	-1
Cc1ccccc1-c1ncc(CN2CCCC2c2nonc2C)s1 (stereo not given)	-4
O=C(CCC(=O)N(c1ccccc1)c1ccccc1)OCC(=O)c1cccc([N+](=O)[O-])c1	-5
Cc1nnsc1CN(C)CC(=O)NC1CCCCCCC1	-5
COc1ccc(C2(O)C[N+](Cc3ccc(Br)cc3)=C3CCCCN32)cc1 (stereo not given)	-11
CN(C)C(CNC(=O)c1ccc(F)cc1Cl)c1ccccc1 (stereo not given)	-11
N#Cc1cccnc1NCC1CCN(Cc2ccccc2)CC1	-11
CCSc1ncc(-c2nccn2-c2cccc(NC(C)=O)c2)cn1	-5
Cc1ccc(S(=O)(=O)CC(=O)Nc2ncn[nH]2)cc1	7
CCOc1ccc(NC(=O)CC(=O)N2CC[C@H](O)[C@@H](O)C2)cc1	-3
NC(=O)c1csc(C(=O)NC2CC2c2cccc(Cl)c2)c1 (stereo not given)	-8
O=c1c(C2OCC3(CO2)CC2C=CC3C2)coc2ccccc12 (stereo not given)	5
C[n+]1ccccc1C=NO	-3
COc1cccc(-c2ccc(NC(=O)C3CCCN(Cc4ccon4)C3)cc2)c1 (stereo not given)	-4
CN(C)CCCNCC1CCCCC1	-1
CC(C)C(C)N(Cc1ccco1)C(=O)c1cnn2ccccc12 (stereo not given)	0
Additional entries.
SMILES	hcGAS inh
CC(CN1C(C)CCCC1C)OC(=O)c1ccc(Cl)cc1 (stereo not given)	-9
CCCCCCCCCCOc1cc2c(=O)c(C(=O)OCC)c[nH]c2cc1OCC	1
CNC(=O)c1ccc(N2CC=C(c3ccc(O)cc3)CC2)nn1	-1
Cn1ccnc1C(NS(=O)(=O)c1ccc2c(c1)OCCCO2)c1ccccc1 (stereo not given)	-10
CCC(Cn1cnc(-c2ccccc2)c1-c1ccncc1)N1CCOCC1 (stereo not given)	-5
CCC1(c2ccccc2)NC(=O)N(CC(=O)N(CCC#N)c2ccc(C)cc2)C1=O (stereo not given)	-5
COc1ccc(-c2ccccc2NC(=O)C2CCCN(Cc3cccc(F)c3F)C2)cc1 (stereo not given)	-6
CC1Cc2ccccc2N1C(=O)CSc1nc2sccc2c(=O)[nH]1 (stereo not given)	-7
O=C(Cn1cnc2cc(-c3ccc(Cl)cc3)sc2c1=O)NC(=O)NCc1ccccc1	0
CC1CCN(Cc2nnnn2CCCC(=O)NCCCc2cccnc2)CC1	-5
Nc1nnc(CCNc2nccc(CCC(F)(F)F)n2)s1	-5
CCN(CC)C1=NC(=O)C(CC(=O)Nc2ccccc2C)S1 (stereo not given)	-10
COc1ccc2ccccc2c1[C@@H]1C[C@H]2CN(C)C(=O)[C@]23CCCN13	-3
CSCc1nc2ccccc2n1CC(=O)Nc1ncc(C)s1	-12
COc1cccc(NC(=O)CCC2CCN(C(=O)c3scnc3C)CC2)c1	-5
CC(C)N1CC=C2C(C1)C(c1ccccc1Cl)C(=N)C(C#N)C2(C#N)C#N (stereo not given)	-4
Cc1nn(C)c(C)c1CCC(=O)N[C@H]1CCC[C@H]1Cc1ccc(F)cc1	-6
Cc1scc(C(=O)N2CCCC3(CC2)CNC(=O)O3)c1-c1ccccc1 (stereo not given)	2
O=C(Nc1nncs1)c1cnn(Cc2ccccc2Cl)c1	-9
Cc1cc(Cl)c(C#Cc2ccccc2)c(=O)o1	8
CN1CCN2C[C@@H](NC(=O)c3cnc(N4CCOCC4)nc3)C[C@H]2C1	-1
O=C(O)CC1C(=O)NCCN1Cc1cccc(Oc2ccccc2)c1 (stereo not given)	-7
Cc1[nH]c(=O)c(C#N)c(C)c1CSCc1ccco1	9
Cc1nc2c(c(=O)n1C)CCN(Cc1ccc(Sc3nncn3C)o1)CC2	-6
Cc1ccn(C)c(=O)c1NC(=O)C(C)Oc1cccc(Cl)c1 (stereo not given)	1
CC(CN(C)Cc1ccccc1)OC(=O)c1ccccc1Cl (stereo not given)	-4
Cc1cccc2c(N=NC(=O)c3nc4ccccc4c(=O)[nH]3)c(O)[nH]c12	-8
C=CCN(Cc1ccccc1Cl)C(=O)c1cc(C2CC2)[nH]n1	-2
Nc1ccc(S(=O)(=O)Nc2cnc3ccccn23)cc1	-4
Cc1cccc(C)c1-c1c(-c2ccccc2)ncn1CCC(=O)N1CCCC1	-5
CC1=NC(C)=C(C#N)C(c2ccccc2Br)C1C#N (stereo not given)	-6
Cc1nc(CC(=O)NCCc2nc(-c3ccccc3)no2)cs1	-4
O=C(NC1(c2cccc(F)c2)CC1)c1cc2ccccc2c(=O)[nH]1	-5
COc1cc(NC(=O)CNC(C)Cn2cccn2)ccc1Cl (stereo not given)	0
COc1ccc(Cl)cc1NC(=O)C(C)Nc1cccc(SC)c1 (stereo not given)	-15
Cc1nnc(SCC#CCOC(=O)c2ccc(Br)cc2)s1	-4
Cc1nn(C)c(C)c1S(=O)(=O)NCC1(O)CCCNCC1 (stereo not given)	-6
CSCCC(=O)Nc1ccc(S(=O)(=O)N(C)C)cc1	-2
CCn1ncc(C(=O)NCc2cnn(-c3ccccc3OC)c2)c1C	-4
CCOc1ccc(C2(C)NC(=O)N(Cc3cc(Cl)c4c(c3)OCCCO4)C2=O)cc1 (stereo not given)	-16
COc1cccc(C(=O)NCC2CCCN(C(=O)Cc3cccc(C)c3)C2)c1OC (stereo not given)	-8
CCCCc1nc(-c2nccn2C(C)c2nc(CC)no2)c(Cl)[nH]1 (stereo not given)	-6
CCn1ccnc1CN(C)c1nc2nonc2nc1N1CCCCCC1	-7
COCCN(Cc1cccs1)C(=O)c1ccc(C)cc1OC	-1
CCc1nc(-c2nccn2CCCc2cccnc2)c(C)[nH]1	-7
O=C(NS(=O)(=O)Cc1ccccc1Cl)c1ccncc1	-3
c1ccc(CC[n+]2ccncc2)cc1	-7
CN(CCCc1cnn(C)c1)c1cc(N2CCOCC2)ncn1	-1
CN(C)CC1(O)CCN(C(=O)c2cn3cc(Cl)cnc3n2)C1 (stereo not given)	-8
COc1ccc(CN2CCC(c3cc(C(C)C)n[nH]3)CC2)c(F)c1F	-4
O=C(N1CC(c2nc3ccccc3[nH]2)C1)C12CC3CC(CC(C3)C1)C2	-2
CC(CNC(=O)Cn1nnnc1CN1CCCCCC1)Oc1cccnc1 (stereo not given)	-9
COc1ccc(Cc2nncn2-c2ccc(F)cc2F)cc1	-6
Cc1n[nH]c(C)c1CCCCCOc1ccc(Cl)cc1	5
C=C1c2ccccc2C(=O)N1CC(=O)Nc1cccc(NC(=O)c2ccco2)c1	-14
CCn1c(CC2CCNCC2)nn(CC(=O)NCC2CCCO2)c1=O (stereo not given)	-5
O=C(c1ccc2c(c1)CCO2)N1C[C@H]2OC(=O)N(Cc3ccccn3)[C@H]2C1	-7
Fc1ccc(CN(Cc2ccncc2)Cc2cccc(-n3cccn3)c2)cc1	-7
COc1cccc(F)c1-c1c(-c2ccccc2)ncn1Cc1csc(N)n1	-4
CCCc1nc(C2CN(C(=O)c3ccc4c(c3)COC4)CCO2)n[nH]1 (stereo not given)	-4

A different layout for part of the listing above.
Structure | hcGAS inh
Cc1nn(C)c(C)c1S(=O)(=O)NCC1(O)CCCNCC1 (stereo not given) | -6
CSCCC(=O)Nc1ccc(S(=O)(=O)N(C)C)cc1 | -2
CCn1ncc(C(=O)NCc2cnn(-c3ccccc3OC)c2)c1C | -4
CCOc1ccc(C2(C)NC(=O)N(Cc3cc(Cl)c4c(c3)OCCCO4)C2=O)cc1 (stereo not given) | -16
COc1cccc(C(=O)NCC2CCCN(C(=O)Cc3cccc(C)c3)C2)c1OC (stereo not given) | -8
CCCCc1nc(-c2nccn2C(C)c2nc(CC)no2)c(Cl)[nH]1 (stereo not given) | -6
CCn1ccnc1CN(C)c1nc2nonc2nc1N1CCCCCC1 | -7
COCCN(Cc1cccs1)C(=O)c1ccc(C)cc1OC | -1
CCc1nc(-c2nccn2CCCc2cccnc2)c(C)[nH]1 | -7
O=C(NS(=O)(=O)Cc1ccccc1Cl)c1ccncc1 | -3
c1ccc(CC[n+]2ccncc2)cc1 | -7
CN(CCCc1cnn(C)c1)c1cc(N2CCOCC2)ncn1 | -1
CN(C)CC1(O)CCN(C(=O)c2cn3cc(Cl)cnc3n2)C1 (stereo not given) | -8
COc1ccc(CN2CCC(c3cc(C(C)C)n[nH]3)CC2)c(F)c1F | -4
O=C(N1CC(c2nc3ccccc3[nH]2)C1)C12CC3CC(CC(C3)C1)C2 | -2
CC(CNC(=O)Cn1nnnc1CN1CCCCCC1)Oc1cccnc1 (stereo not given) | -9
COc1ccc(Cc2nncn2-c2ccc(F)cc2F)cc1 | -6
Cc1n[nH]c(C)c1CCCCCOc1ccc(Cl)cc1 | 5
C=C1c2ccccc2C(=O)N1CC(=O)Nc1cccc(NC(=O)c2ccco2)c1 | -14
CCn1c(CC2CCNCC2)nn(CC(=O)NCC2CCCO2)c1=O (stereo not given) | -5
O=C(c1ccc2c(c1)CCO2)N1C[C@H]2OC(=O)N(Cc3ccccn3)[C@H]2C1 | -7
Fc1ccc(CN(Cc2ccncc2)Cc2cccc(-n3cccn3)c2)cc1 | -7
COc1cccc(F)c1-c1c(-c2ccccc2)ncn1Cc1csc(N)n1 | -4
CCCc1nc(C2CN(C(=O)c3ccc4c(c3)COC4)CCO2)n[nH]1 (stereo not given) | -4

The listing continues.
SMILES	hcGAS inh
Cn1cc(CN2CCCC(C(=O)Nc3ccc(-c4ccn[nH]4)cc3)C2)c2ccccc21 (stereo not given)	-3
COc1cc(NC(=O)C2(C)CC(C)=NO2)ccc1NC(=O)C(C)(C)C (stereo not given)	-1
C[C@]12CCC3c4ccc(OC(=O)c5ccccc5)cc4CCC3C1CC[C@@H]2O (stereo not given in full)	4
CC(CO)CN(Cc1ccccc1)C(=O)c1cccn1C (stereo not given)	-5
CN1C[C@@H]2C[C@@H](c3ccc(-c4ccc(Cl)cc4)o3)N3CCC[C@@]23C1=O	-1
CCCCN(CC)c1nc(N)c2c(N)nc(OCC)cc2c1C#N	-3
CCN(CC)S(=O)(=O)c1ccc(OC)c(N=Cc2ccccc2)c1	-3
COc1cc(C(=O)n2ncc3cc(N)ccc32)cc(OC)c1OC	-7
O=C(CC1CCCO1)Nc1cc(Cl)c(Cl)cn1 (stereo not given)	-4
CN1CCC(N(C)C(=O)Nc2ccc(C(F)(F)F)cc2)C1=O (stereo not given)	-6
CCc1ncc(C(=O)N(C)CC2Cc3ccccc3O2)cn1 (stereo not given)	-5

Bioassay records from PubChem BioAssay.

These rows are one share of the data. The share of hits here may be higher or lower than overall.
